# Assay outcomes (PubChem)
# GCN5L2 inh: GCN5L2 (KAT2A) acetyltransferase inhibition. Q92830. GCN5L2 HAT assay, ThioGlo1 CoA-SH fluorescence. Potency, µM (top dose mostly 58.9 µM), without a hit: at the top dose activity change, negative = inhibition, hits mostly inhibitors. 390,000 compounds, 0.21% hits
# Target sequence (Q92830 whole entry, looked up): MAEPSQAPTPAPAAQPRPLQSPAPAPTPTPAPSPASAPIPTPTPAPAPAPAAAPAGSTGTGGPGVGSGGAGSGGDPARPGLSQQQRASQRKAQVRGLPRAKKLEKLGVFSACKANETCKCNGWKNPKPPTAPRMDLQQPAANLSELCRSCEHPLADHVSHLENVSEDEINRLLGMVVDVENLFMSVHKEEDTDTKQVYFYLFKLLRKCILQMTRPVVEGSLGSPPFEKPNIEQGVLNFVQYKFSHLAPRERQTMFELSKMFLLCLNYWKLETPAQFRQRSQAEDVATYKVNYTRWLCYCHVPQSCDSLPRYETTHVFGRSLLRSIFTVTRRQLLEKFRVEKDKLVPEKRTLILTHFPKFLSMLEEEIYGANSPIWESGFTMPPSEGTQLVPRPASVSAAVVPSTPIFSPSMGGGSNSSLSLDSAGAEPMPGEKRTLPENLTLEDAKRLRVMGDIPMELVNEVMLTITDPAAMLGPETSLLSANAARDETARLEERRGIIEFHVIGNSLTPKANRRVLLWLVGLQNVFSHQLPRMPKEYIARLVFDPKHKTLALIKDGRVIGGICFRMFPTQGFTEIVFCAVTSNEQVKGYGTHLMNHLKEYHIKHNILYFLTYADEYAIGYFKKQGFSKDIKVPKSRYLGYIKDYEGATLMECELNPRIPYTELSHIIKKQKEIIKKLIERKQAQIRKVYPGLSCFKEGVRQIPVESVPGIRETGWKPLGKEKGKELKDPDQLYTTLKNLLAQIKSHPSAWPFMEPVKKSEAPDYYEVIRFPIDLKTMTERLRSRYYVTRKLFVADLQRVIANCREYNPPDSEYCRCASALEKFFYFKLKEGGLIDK
#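 Titration-based screen in which CoA formation is detected via maleimide probe ThioGlo1 (50uM) turning fluorescent on thiol reaction; substrates H3(1-25) 75uM and acetyl-CoA 70uM, GCN5L2 20nM, 20 min incubation at room temperature.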
# FEN1 inh: blocks human flap endonuclease 1; 390,000 compounds, 0.35% hits; P39748; Potency, µM (series often up to 114 µM), inactives show top-dose activity change, negative = inhibition, hits mostly inhibitors; AID 588795; Recombinant FEN1 flap cleavage, fluorescence, 15 min; also: nearly all actives have a fitted effect of over 65% in size
#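 Reaction started by adding substrate (50 nM final) to 10 nM enzyme after 15 min room-temperature compound preincubation. Reads at 0 and 15 min, with data normalized and fitted to a four-parameter Hill equation.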
# N370S GC: N370S glucocerebrosidase modulation, Gaucher chaperone candidate; P04062; N370S GC spleen homogenate, 4MU-glucoside fluorescence; Potency, µM (top dose mostly 59.4 µM), without a hit: at the top dose activity change, negative = inhibition, most hits filed as inhibitors; 330,000 compounds, 0.092% hits;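 also: 0% = full enzyme activity and -100% = no enzyme basal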
# An asterisk follows results filed as active; ? = inconclusive; nt = no result given; & = joins results of further samples; [ ] = another dose, or the depositor's remark. Calls follow the shape of the dose curve; as a rule, active = well fitted curve in the direction sought with a large enough effect; inconclusive = small, poorly fitted or top-dose-only effect, or another doubt; inactive = no such curve, though single readings can be large; an effect the other way counts as inactive or inconclusive. Unless noted, % is scaled to controls: 0 for no effect and ±100 for the full control effect; potency is read from the fitted curve at half-maximal effect.
1	C/C(=C\C(=O)c1ccc(Cl)cc1Cl)N(C)C
2	COc1ccc(CNS(=O)(=O)c2ccc3c(c2)N(C(C)=O)CCO3)cc1
3	Cc1ccc(S(=O)(=O)NNC(=O)c2cccc(O)c2)cc1
4	O=C(C1CCCN1S(=O)(=O)c1cccc2cccnc12)N1CCc2ccccc21 (stereo not drawn)
5	CC(C)NC(=O)C1CCC(Cn2c(=O)c3sccc3n(Cc3ccc(F)cc3)c2=O)CC1 (stereo not drawn)
6	COc1ccc(C(=O)NC(=S)NNC(=O)COc2ccccc2)cc1

assay / compound	1	2	3	4	5	6
FEN1 inh	11.6%	-0.6%	0.3%	1.0%	16.8%	-1.4%
GCN5L2 inh	1.7%	1.2%	-3.5%	-9.9%	-9.5%	0.7%
N370S GC	-1.5%	0.9%	7.3%	9.7%	nt	-13.5%

7	Cc1ccccc1NC(=O)CSc1nc2ncc(Cl)cc2[nH]1
8	CCOC(=O)N1CCc2c(sc(NCc3sccc3C)c2C(=O)Nc2ccccc2OCC)C1
9	CC(C)(C)NC(=O)CSc1nc2ccc(Nc3nc(N4CCOCC4)nc(N4CCOCC4)n3)cc2s1
10	COCCN(C(=O)c1snc(C(N)=O)c1N)C(C(=O)NC1CCCCC1)c1ccc(OC)c(OC)c1 (stereo not drawn)
11	O=S(=O)(NCCSc1ccccc1)c1ccc2c(c1)OCCO2
12	COc1ccc(-c2noc(CN3CCC(Cc4ccccc4)CC3)n2)cc1

assay / compound	7	8	9	10	11	12
FEN1 inh	12.4%	-19.0%	-9.3%	-7.7%	?	?
GCN5L2 inh	-4.2%	-4.9%	-11.0%	-7.6%	-8.9%	-7.3%
N370S GC	-8.6%	nt	?	-0.6%	-2.8%	-4.4%

13	COc1ccc(-c2c(O)c3c(OC)c4c(cc3oc2=O)OC(C)(C)C=C4)cc1
14	CC(=O)c1cccc(N(C(=O)CNC(=O)c2ccco2)C(C(=O)NC2CCCC2)c2ccco2)c1 (stereo not drawn)
15	O=C(CC1S/C(=N/N=C/C=C/c2ccccc2)NC1=O)Nc1ccc(C(=O)O)cc1 (stereo not drawn)
16	CC1CN=C(NC2CCCCC2C)S1 (stereo not drawn)
17	CNC(=O)CN1C(=O)NC(c2ccccc2)(c2ccccc2)C1=O
18	C=C(C)CSc1nc2c(c(=O)[nH]c(=O)n2C)n1Cc1ccccc1

assay / compound	13	14	15	16	17	18
FEN1 inh	nt	7.2%	2.4%	-4.4%	5.6%	14.5%
GCN5L2 inh	-26.3%	-1.7%	-23.0%	-2.9%	0.8%	-13.5%
N370S GC	?	-12.2%	-14.1%	-8.3%[2.35 µM]	1.6%	?

# Compound profiles (already shown):
# Listed for Cc1ccccc1NC(=O)CSc1nc2ncc(Cl)cc2[nH]1 → FEN1 inh: 12.4%; GCN5L2 inh: -4.2%; N370S GC: -8.6%
# Listed for Cc1ccc(S(=O)(=O)NNC(=O)c2cccc(O)c2)cc1 → FEN1 inh: 0.3%; GCN5L2 inh: -3.5%; N370S GC: 7.3%

# Next part
19	O=S(=O)(NC1=NCCC1)c1cccs1
20	CC(Cl)C(=O)c1ccc2c(c1)CCN2C(=O)C1CC1 (stereo not drawn)
21	CC(=O)N1C(=O)c2cccc3cccc(c23)C(=O)N1C(C)=O
22	COc1ccccc1NC(=O)c1cc(S(=O)(=O)N2CCCCCC2)ccc1F
23	Cc1noc(C)c1COC(=O)[C@@H](NC(=O)c1ccccc1Cl)C(C)C
24	Cc1ccc(N2CCN(/N=C/c3cccnc3)CC2)cc1

assay / compound	19	20	21	22	23	24
FEN1 inh	-8.8%	19.5%	-0.2%	-20.3%	-5.0%	8.0%
GCN5L2 inh	0.6%	-5.7%	-2.2%	-3.4%	-6.9%	2.1%
N370S GC	4.3%	-6.6%	-5.1%	2.7%	-8.9%	-5.0%

# Another view of part of the listing above.
item	Compound	FEN1 inh	GCN5L2 inh	N370S GC
24	Cc1ccc(N2CCN(/N=C/c3cccnc3)CC2)cc1	8.0%	2.1%	-5.0%
22	COc1ccccc1NC(=O)c1cc(S(=O)(=O)N2CCCCCC2)ccc1F	-20.3%	-3.4%	2.7%

# Four entries from above, sorted by the value under GCN5L2 inh, falling:
no.	compound	GCN5L2 inh
24	Cc1ccc(N2CCN(/N=C/c3cccnc3)CC2)cc1	2.1%
19	O=S(=O)(NC1=NCCC1)c1cccs1	0.6%
20	CC(Cl)C(=O)c1ccc2c(c1)CCN2C(=O)C1CC1 (stereo not drawn)	-5.7%
13	COc1ccc(-c2c(O)c3c(OC)c4c(cc3oc2=O)OC(C)(C)C=C4)cc1	-26.3%

# Next part:
25	CN1C2CCC1CC(NS(=O)(=O)c1cccc(C(F)(F)F)c1)C2 (stereo not drawn)
26	Cc1ccc(C(=O)Nc2cc(C(F)(F)F)ccc2-n2cncn2)o1
27	Cc1ccccc1C(=O)Nc1ccc(OCc2cc(=O)n3ccccc3n2)cc1
28	O=C(COc1ccccc1)NCC(=O)N1CCCC1
29	Cc1ccc(NC(=O)c2ncc(Cl)c(Cl)c2Cl)cc1C
30	CC(NC(=O)COc1ccc([N+](=O)[O-])cc1)c1ccccc1 (stereo not drawn)

assay / compound	25	26	27	28	29	30
FEN1 inh	19.1%	-5.5%	-5.6%	-1.4%	-1.5%	14.3%
GCN5L2 inh	0.0%	-1.1%	-5.3%	-3.9%	-3.2%	2.0%
N370S GC	-0.2%	nt	nt	-2.6%	-4.5%	-7.6%

31	O=c1[nH]c(CSc2ncccn2)nc2c1cnn2-c1ccccc1
32	Cc1ccc(S(=O)(=O)NNC(=S)NC(=O)c2ccc([N+](=O)[O-])cc2)cc1
33	CC1(C)[C@@H](O)CC[C@]2(C)[C@H]3C(=O)C=C4[C@@H]5C[C@@](C)(C(=O)O)CC[C@]5(C)CC[C@@]4(C)[C@]3(C)CC[C@@H]12
34	COc1ccc(Br)cc1C(=O)NC(=S)Nc1ccc(CN2CCOCC2)cc1
35	O=C(NCc1ccc(F)cc1)N1CCN(S(=O)(=O)c2ccccc2F)CC1
36	CC(=O)Nc1ccc(S(=O)(=O)NC2Cc3ccccc3C2)cc1

assay / compound	31	32	33	34	35	36
FEN1 inh	-1.4%	-0.1%	3.9%	-0.1%	-1.6%	11.2%
GCN5L2 inh	-3.4%	-0.4%	-4.7%	-22.8%	3.8%	-3.5%
N370S GC	8.3%	-2.4%	-18.9%&-21.1%	-21.6%	-8.4%	-3.9%

37	COC(=O)c1sc(NC(=O)COc2cccnc2[N+](=O)[O-])c(C(=O)OC)c1C
38	CN(Cc1nccs1)C(=O)C1CCC(=O)N(CCCc2ccccc2)C1 (stereo not drawn)
39	N#Cc1cc([N+](=O)[O-])cnc1Nc1ccccc1
40	Cn1cnnc1SCC(=O)NC1CCCCC1
41	CN(Cc1ccccc1)S(=O)(=O)c1ccc2[nH]c3c(c2c1)CCCCC3
42	NC(=O)Nc1ccc(Cl)cc1

assay / compound	37	38	39	40	41	42
FEN1 inh	?	-7.8%	6.7%	-4.3%	?	0.0%
GCN5L2 inh	-6.0%	-5.8%	-13.8%	-7.1%	-0.4%	-13.8%
N370S GC	nt	2.4%	-2.1%	-6.8%	nt	-5.8%

43	COc1ccccc1OCC(=O)Nc1ccccc1C(=O)NCc1ccco1
44	CCOC(=O)N1CCN(C(=O)c2ccc(N3CCCC3=O)cc2)CC1
45	CN(C)c1ccc2c(c1)OC(N)=C(C#N)C2c1cccc(F)c1 (stereo not drawn)
46	O=C(Nc1ccc(S(=O)(=O)Nc2ncccn2)cc1)c1cc(=O)c2ccccc2o1
47	O=C(CCC1CCCCC1)NCCN1C2=NC[C@H](Cc3ccc(O)cc3)N2C[C@H]1Cc1ccc(O)cc1
48	Cc1cc2nc(-c3ccc(NC(=O)c4ccc(OCC(C)C)cc4)cc3)oc2cc1C

assay / compound	43	44	45	46	47	48
FEN1 inh	0.1%	7.9%	?	-6.6%	-3.9%	-2.7%
GCN5L2 inh	-3.8%	10.7%	-8.8%	-1.1%	0.9%	-6.1%
N370S GC	15.3%	-2.4%	19.8%	nt	?	nt

# Given tab-delimited: entries from further up.
no.	Compound	FEN1 inh	GCN5L2 inh	N370S GC
45	CN(C)c1ccc2c(c1)OC(N)=C(C#N)C2c1cccc(F)c1 (stereo not drawn)	?	-8.8%	19.8%
46	O=C(Nc1ccc(S(=O)(=O)Nc2ncccn2)cc1)c1cc(=O)c2ccccc2o1	-6.6%	-1.1%	nt
47	O=C(CCC1CCCCC1)NCCN1C2=NC[C@H](Cc3ccc(O)cc3)N2C[C@H]1Cc1ccc(O)cc1	-3.9%	0.9%	?

# (listing goes on)
49	CC1CCC(NC(=O)c2ccc(-n3cncn3)c([N+](=O)[O-])c2)CC1 (stereo not drawn)
50	COc1ccc(N2CCN(CCNS(=O)(=O)c3cccc4nsnc34)CC2)cc1
51	CNc1nc(C)c(C(C)=O)cc1C#N
52	O=C(Cc1ccc(Cl)cc1)N1CCN(c2ccccc2)CC1
53	O=C(Nc1ccccc1)N1CCC(O)(c2cccc(C(F)(F)F)c2)CC1
54	COCCNC(=O)c1cc2cc(Cl)cc(Cl)c2oc1=O
55	c1ccc(-c2cn(C[C@H]3CC[C@@H]([C@@H]4CC[C@H](Cn5cc(-c6ccccn6)nn5)O4)O3)nn2)nc1
56	Cc1cc(S(=O)(=O)Nc2cccc([N+](=O)[O-])c2)c(C)s1

assay / compound	49	50	51	52	53	54	55	56
FEN1 inh	0.3%	6.5%	-0.1%	18.1%	-4.2%	-5.4%	6.6%	18.2%
GCN5L2 inh	-4.0%	-2.2%	-7.4%	?	-19.6%	0.3%	-4.6%	-13.8%
N370S GC	-2.5%	6.0%	-5.0%	-8.6%	-2.1%	1.5%	0.6%	-2.3%
